yeast mec2-1 = NCI yeast anticancer drug screen, S. cerevisiae mec2-1 strain. % growth inhibition at 50 µM. actives 9% (n = 79,000). AID 157;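 further: 0% = growth of vehicle-only cultures of the same strain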
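Cells of the genetically defined mec2-1 yeast strain are incubated with test compound. Inhibition of growth is calculated against vehicle-treated controls.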
cln2 rad14 = NCI yeast anticancer drug screen, S. cerevisiae cln2 rad14 strain | % growth inhibition at 50 µM | actives 8.3% (n = 78,000) | AID 165;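 further: 0% = growth of vehicle-only cultures of the same strain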
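cln2 rad14 yeast strain; compound exposure; growth inhibition read vs vehicle controls.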
yeast sgs1 mgt1 = NCI yeast anticancer drug screen, S. cerevisiae sgs1 mgt1 strain | % growth inhibition at 50 µM | AID 161 | actives 10% (n = 78,000);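 further: 0% = growth of vehicle-only cultures of the same strain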
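Read-out: growth inhibition vs vehicle controls. Cells: mutant yeast strain deficient in DNA damage repair.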
yeast bub3 = NCI yeast anticancer drug screen, S. cerevisiae bub3 mutant strain | growth inhibition, % at 50 µM | actives 9.9% (n = 78,000) | AID 167;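 further: 0% = growth of vehicle-only cultures of the same strain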
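Yeast carrying a defined mutation is treated with each compound, and growth is compared with that of vehicle-exposed cells to give inhibition.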
mlh1 rad18 = NCI yeast anticancer drug screen, S. cerevisiae mlh1 rad18 strain. growth inhibition, % at 50 µM. actives 11% (n = 79,000);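 further: 0% = growth of vehicle-only cultures of the same strain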
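Test agents were incubated with a yeast strain of defined genotype (DNA damage repair defect). Inhibition of growth was derived by comparison with vehicle-exposed cultures.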
yeast rad50 = NCI yeast anticancer drug screen, S. cerevisiae rad50 strain; % growth inhibition at 50 µM; AID 155; actives 10% (n = 79,000);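 further: 0% = growth of vehicle-only cultures of the same strain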
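Growth of the mutant yeast was measured after compound exposure and referenced to vehicle-treated cultures.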
* hit, by the source's call; & = joins results of further samples; ! = not active in a repeat. No stated cut-off is given here; in the data, active means growth inhibition above about 70%; inactive means the rest.

SMILES	yeast mec2-1	cln2 rad14	yeast sgs1 mgt1	yeast bub3	mlh1 rad18	yeast rad50
CCN(CC)CCNC(=O)c1ccc2nc(N)sc2c1	9.1	2.5	3.0	3.4	-14.1	-2.6
CCC(C)CNCCCCCNc1cc(OC)cc2cccnc12 (stereo not drawn)	43.9	48.2	66.5	90.3*	70.3*	45.5
COc1ccc(C2C(Cl)C(=O)N2NC(=O)c2ccccc2O)cc1OC (stereo not drawn)	-12.1	15.4	-18.6	-22.4	-34.1	2.9
COc1ccc2nccc(NCCCN3CCN(CCCNc4ccnc5ccc(OC)cc45)CC3)c2c1	1.0	-6.2	32.8	48.5	-26.9	15.8
CCNC(=O)COc1ccc(Br)cc1Br	-5.2	11.2	-3.8	8.4	15.2	-3.7
CSc1nc(NC2OCC(O)C(O)C2O)c(C=O)c(=O)n1C (stereo not drawn)	-17.9	-29.9	-9.8	-7.2	-20.1	-36.3
NC(=O)/C(=N\NC(=O)C[n+]1ccccc1)C1NC(=O)NC1=O (stereo not drawn)	1.1	7.7	12.4	8.8	-17.1	22.2
NNc1c(F)c(F)cc(F)c1F	33.1	46.9	67.9	84.6*	25.0	24.8
Brc1cc(Br)cc(-c2nnc(-c3ccc4ccccc4c3)o2)c1	-20.8	3.2	-2.5	3.0	4.5	-3.5
Cc1nc(-c2ccc(Cl)cc2)cn2c1nc1ccccc12	-0.1	-15.1	8.2	47.5	-10.3	-5.5
CC(=O)O[C@@H]1[C@H]2[C@@H](OC(=O)c3ccccc3)[C@@H](C)C[C@]2(O)[C@H](OC(C)=O)[C@@]2(C)[C@@H]3CC(C)(C)C(=O)[C@]3(OC(C)=O)C[C@@]12C	31.1	5.3	6.4	15.2	39.4	25.0
S=c1nc[nH]c2ccc3[nH]ncc3c12	24.4	-5.8	0.1	8.5	4.9	7.8
CCOC(=O)c1c(-c2ccccc2)csc1NC(=O)CBr	98.3*	91.8*	52.5	94.2*	99.2*	99.1*
[N-]=[N+]=NC1=CC(=O)c2cccc3cccc1c23	86.5*	80.1*	87.6*	89.0*	89.5*	80.8*
Cc1cc2nc(-c3ccccn3)c(-c3ccccn3)nc2cc1C	-18.9	20.1	6.9	-7.8	21.4	2.0
O=C1Nc2ccccc2/C1=C/c1ccccc1	97.2*!	70.8*!	96.2*!	98.0*!	96.8*!	98.0*
Cc1ccccc1NC(=S)N(C)C	-55.0	-4.5	-40.9	-25.8	-22.6	-37.6
CCOC(=O)C(/C=N\C(=S)Nc1ccc(OCC)cc1)=C(/O)c1ccccc1	-52.6	-14.8	-26.6	-30.2	6.5	-49.1
CNC(=O)OCCC(OC(=O)NC)C1CCC2C3CCC4CC(OC(=O)c5ccccc5)CCC4(C)C3CCC12C (stereo not drawn)	1.7	23.3	4.9	-4.0	8.8	37.0
Cc1ccccc1Nc1nc(-c2ccccc2)nc(N)c1N=O	43.0	28.6	72.8*	45.0	59.0	59.2
COc1nc(NC2OCC(O)C(O)C2O)c(C(C)=O)c(=O)n1C (stereo not drawn)	-2.6	-0.2	7.0	-19.4	-0.7	3.5
O=[N+]([O-])c1ccccc1Sc1ccccc1	-0.3&-20.8	18.4&0.9	50.8&40.4	2.2&-12.2	13.3&61.6	35.2&39.5
N#CCC(CC#N)C(c1cccc2ccccc12)c1cccc2ccccc12	-2.5	3.2	-3.9	18.7	-1.7	9.8
CCOC(=O)c1nc2ccccc2nc1Nc1ccc(F)cc1	-7.5	1.1	1.8	-21.1	-38.0	-2.4
CC(C)C1C=C2CCC3C(C)(C(=O)O)CCCC3(C)C2CC1 (stereo not drawn)	58.1&68.2	73.7*!	48.0&22.8	44.9&65.2	81.7*!	79.6*!
SMILES	yeast mec2-1	cln2 rad14	yeast sgs1 mgt1	yeast bub3	mlh1 rad18	yeast rad50
CCCc1c(C(=O)OCC)[nH]c(-c2ccc(-c3[nH]c(C(=O)OCC)c(CCC)c3C(=O)OCC)o2)c1C(=O)OCC	-27.4	-15.6	-22.7	-28.1	-18.6	24.4
O=C1C=CC(=O)N1Cc1ccccc1	99.7*	99.0*	99.5*	99.3*	99.2*	99.3*
CCOC(=O)C(C#N)(Cc1ccccc1CC(C#N)(NC(C)=O)C(=O)OCC)NC(C)=O (stereo not drawn)	-0.2	-0.3	-10.1	-3.4	10.7	-4.9
CCOC(=O)CC1(C)OCC(C)O1 (stereo not drawn)	-6.9	-61.0	4.9	-21.1	2.2	-8.2
C=C1CC(C)(COc2ccc3ccc(=O)oc3c2)OC1=O (stereo not drawn)	15.4	37.5	49.0	17.6	41.0	24.4
O=C(O)C1CCCN1/N=C/c1ccccc1 (stereo not drawn)	2.8	-11.7	-9.1	-7.0	-7.5	0.4
O=C(OC1CCCC1OC(=O)c1ccc([N+](=O)[O-])cc1)c1ccc([N+](=O)[O-])cc1 (stereo not drawn)	4.8&-2.4	-10.1&-10.0	20.9&12.7	7.5&5.9	17.8&-11.1	37.0&21.6
C/C(=N/Nc1nc(C)cc(=O)[nH]1)C(=O)O	-36.1	16.1	-23.4	-57.7	-7.3	-21.7
Cc1cc(C)c([N+](=O)[O-])cc1N	15.1	13.5	26.6	22.8	19.6	20.9
CC1(C)C2CCC(CCOC(=O)COc3ccc(Cl)cc3)C1C2 (stereo not drawn)	5.5	-44.2	12.1	3.1	12.6	-9.4
C[n+]1c(/C=C/c2ccc(/C=N/NC(=O)c3ccc(C(=O)N/N=C/c4ccc(/C=C/c5cn6ccccc6[n+]5C)cc4)cc3)cc2)cn2ccccc21	90.8*	85.7*	85.7*	90.9*	91.7*	88.7*
COCCCCCCCCOC	-62.0	8.2	-53.0	-44.0	-7.5	-13.9
COC(=O)C1=CC[C@@H]2C(C(=O)O)=CO[C@@H](OC3OC(CO)C(O)C(O)C3O)[C@H]12 (stereo partly drawn)	4.0	12.7	-1.8	8.1	26.9	7.5
Cc1cc(C)c2[s+]snc2c1	50.2	33.1	79.0*	52.0	76.0*	50.5
COCc1c([N+](=O)[O-])c(C)[nH]c(=O)c1C#N	17.9	10.5	4.8	24.1	28.2	31.9
CN(C)C(=O)Nc1cccc(OC(=O)Nc2ccccc2)c1	22.9	2.9	3.0	38.0	18.3	7.5
COc1cccc(-c2cc(=O)c3cc(N4CCCCC4)ccc3[nH]2)c1	-0.7	27.4	-1.4	8.7	3.2	-27.6
Cc1ccc(NC(=O)OC/C=C/c2ccccc2)cc1NC(=O)OC/C=C/c1ccccc1	3.0	6.3	9.1	-8.3	24.1	17.9
O=C(ON=c1c2ccccc2ccc2ccccc12)c1ccccc1	39.9	28.4	30.6	24.0	15.8	4.5
N#CC(O)CCOCc1ccccc1 (stereo not drawn)	-10.1	-18.9	-5.5	-5.0	-14.2	9.0
COc1ccc(C(CC(=O)O)c2cc3c(cc2OC)OCO3)cc1 (stereo not drawn)	-9.8	0.2	3.8	1.1	-1.8	-4.0
CCOc1cc(OCC)c(OCC)cc1/C=C1\N=C(c2ccccc2)OC1=O	30.2	-18.2	30.8	44.5	15.0	10.8
O=c1[nH]c2ccccc2[nH]1	-14.9	-28.0	-7.6	-13.2	-14.4	-18.8
N#CC(C(=O)/C(=N\NC(N)=O)C(C#N)c1ccc(Cl)cc1)c1ccc(Cl)cc1 (stereo not drawn)	-7.2	2.4	-22.1	-7.0	-4.3	-33.6
O=C(O)CCc1ccc2ccccc2n1	-6.6	-0.1	-19.8	-20.6	-20.2	6.3

11 of the compounds above, with two lines to a compound.
Each structure is followed by: yeast mec2-1	cln2 rad14	yeast sgs1 mgt1	yeast bub3	mlh1 rad18	yeast rad50
COCc1c([N+](=O)[O-])c(C)[nH]c(=O)c1C#N
  17.9	10.5	4.8	24.1	28.2	31.9
CN(C)C(=O)Nc1cccc(OC(=O)Nc2ccccc2)c1
  22.9	2.9	3.0	38.0	18.3	7.5
COc1cccc(-c2cc(=O)c3cc(N4CCCCC4)ccc3[nH]2)c1
  -0.7	27.4	-1.4	8.7	3.2	-27.6
Cc1ccc(NC(=O)OC/C=C/c2ccccc2)cc1NC(=O)OC/C=C/c1ccccc1
  3.0	6.3	9.1	-8.3	24.1	17.9
O=C(ON=c1c2ccccc2ccc2ccccc12)c1ccccc1
  39.9	28.4	30.6	24.0	15.8	4.5
N#CC(O)CCOCc1ccccc1 (stereo not drawn)
  -10.1	-18.9	-5.5	-5.0	-14.2	9.0
COc1ccc(C(CC(=O)O)c2cc3c(cc2OC)OCO3)cc1 (stereo not drawn)
  -9.8	0.2	3.8	1.1	-1.8	-4.0
CCOc1cc(OCC)c(OCC)cc1/C=C1\N=C(c2ccccc2)OC1=O
  30.2	-18.2	30.8	44.5	15.0	10.8
O=c1[nH]c2ccccc2[nH]1
  -14.9	-28.0	-7.6	-13.2	-14.4	-18.8
N#CC(C(=O)/C(=N\NC(N)=O)C(C#N)c1ccc(Cl)cc1)c1ccc(Cl)cc1 (stereo not drawn)
  -7.2	2.4	-22.1	-7.0	-4.3	-33.6
O=C(O)CCc1ccc2ccccc2n1
  -6.6	-0.1	-19.8	-20.6	-20.2	6.3

(further entries)
SMILES	yeast mec2-1	cln2 rad14	yeast sgs1 mgt1	yeast bub3	mlh1 rad18	yeast rad50
COc1ccccc1C1OC(C)C(C)O1 (stereo not drawn)	-10.7	5.5	-7.3	-25.9	-16.3	-16.1
CCN(CC)C1(C(F)C(F)(F)F)OCC2(CO1)COC(C(F)C(F)(F)F)(N(CC)CC)OC2 (stereo not drawn)	-13.4	2.3	-0.4	0.8	6.6	-10.1
CN(CCCNC(=O)c1cc(-c2ccccc2)nc2ccccc12)CCCNC(=O)c1cc(-c2ccccc2)nc2ccccc12	12.7	-0.6	6.7	13.6	17.1	-5.2
CCCCCCCCCCCCCCOC(=O)C(N)Cc1ccc(O)cc1 (stereo not drawn)	99.2*	95.1*	97.9*	98.5*	98.8*	98.6*
COc1ccc(N=Cc2ccccc2O)cc1	-8.0	40.9	2.6	-5.2	-26.1	8.1
Cc1ccc(NC(=O)CC(=O)n2nc(C)c(N=Nc3ccccc3C(=O)O)c2C)cc1	16.1	-66.2	-4.3	-2.6	14.4	22.6
Nc1ccccc1NC(=O)C(F)(F)C(F)(F)C(F)(F)C(=O)Nc1ccccc1N	-6.2	-12.3	-14.6	28.6	-16.6	3.1
COC(=O)c1cccc(C)c1C(=O)c1ccccc1	5.2	6.2	-11.7	-5.8	-10.2	-23.4
c1ccc(N/N=C2\CC(c3ccccc3)Oc3ccccc32)cc1 (stereo not drawn)	31.4	30.6	74.0*	53.0	72.5*	71.2*
CCCCC(CC)C(=S)N1CCOCC1 (stereo not drawn)	-30.4	7.2	-18.8	-4.7	-9.2	0.9
O=P(O)(O)c1ccc2c(c1)OCCOCCOCCOCCO2	-10.9	-21.9	-29.5	-24.4	-14.8	-41.9
O=C1c2ccccc2C(=O)c2c(Nc3cc4c5c(ccc6c7ccc8c9c(cc(Nc%10cccc%11c%10C(=O)c%10ccccc%10C%11=O)c(c3c56)c97)-c3ccccc3C8=O)C(=O)c3ccccc3-4)cccc21	44.0	40.8	-1.9	3.1	-4.3	16.9
CC1CCCCN1C(=O)c1ccccc1C(=O)O (stereo not drawn)	-0.4	-81.3	-2.0	-16.2	-9.7	11.7
Cc1cccc(NC(=O)c2ccccc2C(=O)O)c1	3.4	7.6	12.8	15.2	9.6	6.0
C/C(=N\Nc1ccc2ccccc2n1)c1ccccc1O	-25.4	-25.8	-37.3	-66.5	-3.5	-19.0
CC(C)c1ccc(/C=C2/C=C(c3ccc4ccccc4c3)OC2=O)cc1	-1.7	-3.8	-31.8	-17.8	-18.9	-9.2
CN(C)C(=S)SCC(N)=O	-16.5	-17.7	-18.6	3.1	-12.9	-11.4
N#CCC(=O)N/N=C/c1ccccc1	-27.1	9.9	0.6	-5.8	9.4	8.3
Cn1c2ccccc2c(=O)c2c(O)cc3c(c21)C=C(Br)C(C)(C)O3	16.1	20.9	29.7	-6.2	19.6	38.6
CCCCCCCCCCCCCCCCS(=O)(=O)Cl	32.2	-6.3	59.8	46.7	53.8	61.5
O=[N+]([O-])c1ccc(OP(=O)(Oc2ccc([N+](=O)[O-])cc2)OP(=O)(Oc2ccc([N+](=O)[O-])cc2)Oc2ccc([N+](=O)[O-])cc2)cc1	5.2	2.9	6.3	2.6	17.1	7.1
COc1ccc(/C=C2\N=C(c3ccccc3)OC2=O)c(Br)c1OC(C)=O	0.7	-12.3	-12.7	-0.8	14.3	-20.1
CC(=O)Nc1cc(C(c2ccccc2)c2ccccc2)cc(C(c2ccccc2)c2ccccc2)c1C	-0.1	-5.5	1.4	-1.1	44.8	-11.7
COc1ccc(SSc2ccc(OC)cc2C(=O)O)c(C(=O)O)c1	-19.1	1.4	-21.1	-36.1	1.8	-4.0
COC(=O)C12C3C4C5C3(C#N)C1C5(C(=O)OC)C42C(=O)N(C(C)C)C(C)C (stereo not drawn)	11.6	13.9	19.1	5.8	-1.4	30.9
c1ccc(OCC2CO2)c(OCC2CO2)c1 (stereo not drawn)	13.6	5.9	0.3	-28.6	-22.4	16.9

High-throughput results deposited in PubChem BioAssay by NCI.
